Rpn11 inh = blocks the human proteasome subunit Rpn11; calls only at 20 µM; actives 0.59% (n = 360,000); human 26S proteasome, Ub4-pepOG fluorescence polarization; 20S core pre-blocked with epoxomicin; O00487; AID 588493;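 active means inhibition at 20 µM, scaled to each plate's controls, above about 33%, limit read from the data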
DNMT1 inh = inhibitors of human DNMT1; P26358; DNMT1 molecular beacon, Hinp1I cleavage, fluorescence; inhibition (reported as % activation of signal), % at 10 µM; actives 0.83% (n = 360,000); in the data active means inhibition above about 50%
STEP block = blocks human striatal-enriched tyrosine phosphatase; recombinant STEP, OMFP fluorogenic substrate, fluorescence; inhibition, % at 20 µM; actives 0.25% (n = 360,000);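 active means inhibition at 20 µM, scaled per plate between control wells, above about 37%, limit read from the data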;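 further: 0% = DMSO with enzyme and substrate and 100% = substrate only without enzyme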
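Assay system: isolated STEP enzyme. Buffer or medium: pH 6.0 Bis-Tris with DTT and Tween 20. Also added: fluorogenic phosphatase substrate OMFP at 25 µM final. Dosing: 20 µM, 1% DMSO. Timing: 20 min reaction, room temperature, in the dark. Measured by: fluorescence intensity, excitation 480 nm, emission 540 nm. Evaluation: normalized % inhibition.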
CSN deneddyl inh = blocks human CSN-mediated cullin deneddylation; Q92905; Purified CSN, SCF-Nedd8-OG deneddylation, fluorescence polarization; inhibition, % at 12.5 µM; actives 0.38% (n = 360,000);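 active means pattern-corrected inhibition above about 35%, with an unprinted fluorescence ratio check between 0.5 and 1.5, limit read from the data, passing the limit was not always enough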;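 further: 0% = enzyme with substrate and 100% = substrate without enzyme; some results filed as inactive read as strong as hits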
Target sequence (Q92905 whole entry, looked up, one chain of several): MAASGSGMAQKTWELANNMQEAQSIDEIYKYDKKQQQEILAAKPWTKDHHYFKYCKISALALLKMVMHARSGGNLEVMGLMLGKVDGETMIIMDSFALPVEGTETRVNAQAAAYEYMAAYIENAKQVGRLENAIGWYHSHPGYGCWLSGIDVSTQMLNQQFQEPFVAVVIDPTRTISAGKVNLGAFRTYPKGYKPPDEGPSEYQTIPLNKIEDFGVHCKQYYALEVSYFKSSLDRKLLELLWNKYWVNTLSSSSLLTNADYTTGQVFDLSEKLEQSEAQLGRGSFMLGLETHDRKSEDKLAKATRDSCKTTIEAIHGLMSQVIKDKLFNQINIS
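Assay system: Purified human Csn5 enzyme expressed in HEK293T cells | Amount: Enzyme 0.24 nM | Measured by: Fluorescence polarization readout | Medium: Tris/NaCl/DTT buffer, pH 7.5 | Compound dosing: One concentration, 12.5 µM, 0.25% DMSO | Times: 90 min incubation of compound, enzyme and substrate at room temperature | Control set: no-enzyme wells high, enzyme-with-substrate wells low | Read-out: % inhibition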
Neddyl block = cullin neddylation inhibition | actives 0.58% (n = 360,000) | TR-FRET cullin neddylation, biochemical | calls only at 25 µM | P61081+Q13564; in the data active means inhibition above about 36%
SUMO1-SIM PPI = modulators of human SUMO1-mediated protein-protein interactions. P63165. SUMO1 binding to a labelled peptide, TR-FRET, 1 h. inhibition, % at 20 µM. actives 0.33% (n = 360,000); in the data active means inhibition above about 37%
Target sequence (P63165 whole entry, looked up): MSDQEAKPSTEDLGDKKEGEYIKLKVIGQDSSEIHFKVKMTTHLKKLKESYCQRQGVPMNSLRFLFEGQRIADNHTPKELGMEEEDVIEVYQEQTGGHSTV
Rin1 Abl inh = inhibitors of human Rin1-Abl protein interaction | TR-FRET Rin1/Abl binding, biochemical | actives 0.4% (n = 360,000) | AID 588664 | inhibition, % at 7.35 µM | P00519+Q13671; in the data active means inhibition above about 5%, passing the limit was not always enough
NadD block = blocks S. aureus nicotinate mononucleotide adenylyltransferase | purified NadD enzyme, colorimetric absorbance read-out | inhibition, % at 20 µM | actives 0.78% (n = 360,000); in the data active means inhibition above about 26%; further: some compounds past the cut are filed as inactive
LMPTP block = blocks human LMPTP phosphatase; recombinant LMPTP-A, OMFP fluorogenic substrate, fluorescence intensity; actives 0.22% (n = 360,000); AID 651560; inhibition, % at 20 µM; P24666;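 active means compounds that cut the enzyme signal by at least half of the control window in the single-dose screen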;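 further: plate controls were DMSO wells with enzyme plus substrate for no effect and substrate without enzyme for full effect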
Target sequence (P24666 whole entry, looked up): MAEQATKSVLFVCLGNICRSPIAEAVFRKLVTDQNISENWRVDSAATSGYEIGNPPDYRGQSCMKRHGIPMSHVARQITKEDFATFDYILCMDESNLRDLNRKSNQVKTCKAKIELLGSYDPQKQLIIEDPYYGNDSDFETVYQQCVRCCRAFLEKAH
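test system = LMPTP-A | amount = 0.625 nM LMPTP-A final | reagent = fluorogenic phosphatase substrate OMFP at 400 µM final | incubation = 50 min at room temperature | benchmarks = no-enzyme low control, uninhibited high control | medium = Bis-Tris pH 6.0, DTT, detergent | signal = fluorescence intensity of OMFP turnover product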
Scp-1 inhibitor = inhibitors of human Scp-1 phosphatase; actives 0.88% (n = 340,000); AID 493091; Recombinant Scp1, phosphopeptide, malachite green phosphate absorbance; inhibition, % at 20 µM;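 active means inhibition above about 50% at 20 µM, limit read from the data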;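 further: plate controls were DMSO wells with enzyme for no effect and wells lacking enzyme for full effect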
Target sequence (Q9GZU7 76-261 limits assumed): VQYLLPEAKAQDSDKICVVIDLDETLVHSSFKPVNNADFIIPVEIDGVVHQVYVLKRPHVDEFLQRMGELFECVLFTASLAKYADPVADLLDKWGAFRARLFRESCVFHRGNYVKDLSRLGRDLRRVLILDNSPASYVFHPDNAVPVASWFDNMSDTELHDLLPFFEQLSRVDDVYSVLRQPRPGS
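Test system: SCP-1 phosphatase catalytic domain, residues 76-261 | Compound dosing: One concentration, 20 µM, with 1.0% DMSO | Schedule: 45 min room-temperature reaction, 5 min colour, 30 min stabiliser | Detection: Absorbance at 630 nm | Read-out basis: % inhibition of SCP-1 phosphate liberation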
* = called active by the depositor; i = inactive; / = no result given.

SMILES | Rpn11 inh | DNMT1 inh | STEP block | CSN deneddyl inh | Neddyl block | SUMO1-SIM PPI | Rin1 Abl inh | NadD block | LMPTP block | Scp-1 inhibitor
CC1CCC(NC(=O)CCS(=O)(=O)c2ccc3c(c2)CC(C)N3C(=O)C2CC2)CC1 (stereo not drawn) | i | 2 | -1 | 1 | i | 1 | 2 | 8 | 0.0 | -5
N#C/C(=C\c1ccc(OCc2ccc(F)cc2)cc1)C(=O)Nc1cccc(C(=O)O)c1 | i | -3 | 92* | 21 | i | 26 | -2 | 15 | 31 | 93*
CCCCN(C(=O)COC(=O)CSc1ccc([N+](=O)[O-])cc1)c1c(N)n(CCC)c(=O)[nH]c1=O | i | 1 | -1 | 2 | i | -25 | 0 | -1 | -1.6 | -6
c1ccc(-c2cc3c(N4CCOCC4)ncnc3s2)cc1 | i | -7 | -1 | 3 | i | -10 | -1 | 7 | -0.3 | -1
O=C(Nc1ccnn1C1CCN(CCCc2ccccc2)CC1)c1cccc(F)c1 | i | 0 | -2 | 3 | i | -4 | 0 | -4 | 0.5 | -6
CC(=O)OCCc1[nH]c2ccccc2c1C | i | 4 | 3 | -6 | i | 4 | 0 | -5 | -3.1 | -1
Cc1cc(C)cc(NC(=O)COC(=O)CCCC2=NS(=O)(=O)c3ccccc3N2)c1 | i | -2 | -2 | 1 | i | 2 | -1 | 1 | -1.2 | -1
COc1ccc(Oc2nccc(-c3ccccc3)c2C#N)cc1 | i | -4 | 11 | 5 | i | -2 | -2 | -8 | 1.8 | -20
NC(=S)N=Nc1c(O)[nH]c2c(Br)cc(Br)cc12 | i | -7 | 3 | -7 | i | -7 | 6 | 9 | 6.6 | 5
O=C(O)C1=C[C@@H](c2csc3ccccc23)C[C@@H](OCCCCO)O1 | i | -1 | 1 | 2 | i | 5 | 1 | -2 | -0.2 | -6
CC1(C)Cc2nc3oc4c(N5CCOCC5)ncnc4c3cc2CO1 | i | 2 | -11 | -5 | i | 0 | 0 | -2 | 0.2 | -1
Cc1oncc1-c1cn2ccccc2n1 | i | 2 | 1 | -4 | i | 0 | 0 | 7 | 0.6 | -5
CC1(c2nnc(Cc3ccccc3)o2)CC(c2ccc(C#N)cc2)=NO1 (stereo not drawn) | i | 1 | -4 | 0 | i | -4 | -2 | -1 | -2.3 | -5
Cc1ccc(S(=O)(=O)NC(C)CCc2ccccc2)cc1 (stereo not drawn) | i | -3 | 2 | 4 | i | 1 | 0 | -4 | 3.2 | -2
O=C(CN(C(=O)c1csnn1)c1ccc2c(c1)OCCO2)NCc1ccccc1 | i | 6 | -4 | -3 | i | 6 | 3 | -1 | 0.2 | 3
Cc1ccc(/C=C/c2ccc3cccc(O)c3n2)s1 | i | -10 | -2 | 8 | i | -13 | 1 | 10 | 1.9 | 9
O=C(Nc1ccccc1Oc1cccnc1)C1CCCN(Cc2ccccc2O)C1 (stereo not drawn) | i | -3 | 1 | 1 | i | 0 | 2 | -2 | 0.5 | -6
CCN(CC)c1ccc(/C=N/NC(=O)c2nnn(-c3nonc3N)c2C(C)C)c(O)c1 | i | -23 | 0 | 4 | / | -9 | -1 | 28 | 4.7 | 3
Cc1ccc2nc(-c3ccc(NC(=S)NC4CC(C)(C)NC(C)(C)C4)cc3)sc2c1 | i | -16 | 30 | 15 | i | -18 | 1 | 13 | 0.0 | -4
COc1ccc(NC(=O)c2ccco2)cc1NC(=O)c1cccc(F)c1 | i | -1 | 4 | -3 | i | 1 | 2 | -4 | 0.8 | -6
CN(C(=O)c1ccc2c(=O)n3c(nc2c1)CCCCC3)c1ccccc1F | i | -1 | 0 | 2 | i | 4 | 3 | -2 | -0.8 | 15
NS(=O)(=O)c1ccc(CCNc2ccccc2[N+](=O)[O-])cc1 | i | -2 | 1 | 5 | i | -39 | -7 | -4 | 2.1 | -5
CCOc1ccccc1N1CCN(Cc2cccc(OC)c2O)CC1 | i | 0 | 21 | 0 | i | 0 | 3 | 2 | 0.9 | -6
COc1ccccc1CNC(=O)C1CCC1 | i | -2 | 3 | -1 | i | -3 | -3 | 3 | -1.5 | -4
Cc1ccc(NC(=O)COc2coc(CN3CCN(c4ccccc4)CC3)cc2=O)cc1 | i | -2 | -1 | -5 | i | 7 | -3 | -2 | -0.6 | -2
CC(C)(C)N1CC(C(=O)Nc2ccc(S(=O)(=O)N3CCCCC3)cc2)CC1=O (stereo not drawn) | i | 1 | -4 | 0 | i | -2 | 5 | -5 | -0.1 | -3
CCN(CC)c1ccc(NC(=O)c2ccco2)c(C)c1 | i | 1 | -2 | -4 | i | 2 | -1 | -5 | 1.0 | -11
CCC(c1nnnn1Cc1ccco1)N1CCN(C(=O)c2ccco2)CC1 (stereo not drawn) | i | 8 | -2 | 5 | i | -1 | -1 | -5 | -1.3 | -1
C=CCNc1nnc(Cc2ccc(C(C)C)cc2)c(=O)[nH]1 | i | 4 | 0 | -2 | i | 4 | 3 | -3 | -2.7 | 3
CCOc1cc(/C=C2/C(=N)N3C(=NC2=O)SN=C3S(=O)(=O)C(C)C)ccc1OC(=O)c1ccco1 | / | -2 | -2 | 28 | i | -1 | -1 | 7 | 0.8 | -8

An excerpt of these results, field by field.
CCN(CC)c1ccc(NC(=O)c2ccco2)c(C)c1
  Rpn11 inh = i
  DNMT1 inh = 1
  STEP block = -2
  CSN deneddyl inh = -4
  Neddyl block = i
  SUMO1-SIM PPI = 2
  Rin1 Abl inh = -1
  NadD block = -5
  LMPTP block = 1.0
  Scp-1 inhibitor = -11

CCC(c1nnnn1Cc1ccco1)N1CCN(C(=O)c2ccco2)CC1 (stereo not drawn)
  Rpn11 inh = i
  DNMT1 inh = 8
  STEP block = -2
  CSN deneddyl inh = 5
  Neddyl block = i
  SUMO1-SIM PPI = -1
  Rin1 Abl inh = -1
  NadD block = -5
  LMPTP block = -1.3
  Scp-1 inhibitor = -1

Remaining list, next part
SMILES | Rpn11 inh | DNMT1 inh | STEP block | CSN deneddyl inh | Neddyl block | SUMO1-SIM PPI | Rin1 Abl inh | NadD block | LMPTP block | Scp-1 inhibitor
CCc1nc2c(n1O)CCc1nonc1-2 | i | -1 | -2 | -6 | i | -3 | -1 | -10 | -1.5 | -4
Cc1ccc(-c2cc(C(=O)Nc3c(C#N)cnn3C)no2)cc1 | i | 3 | 0 | 7 | i | 2 | -3 | -6 | -1.3 | -6
O=C(Nc1ccccn1)C1CCN(C(=O)c2ccc(Cl)cc2)CC1 | i | 5 | -2 | -2 | i | -7 | 2 | 5 | -0.8 | /
CN(C)c1nc(C=C(C#N)C#N)c(Cl)n1-c1ccc(F)cc1 | i | 14 | 0 | 1 | i | 1 | -3 | 4 | 0.3 | -1
Cc1cc(C)cc(N(CC(=O)NC2CCCCC2)C(=O)CNC(=O)c2ccco2)c1 | i | -1 | 0 | 0 | i | -2 | 2 | 4 | -0.7 | -2
COc1ccccc1N(CN1CCCC1=O)C(=O)c1c(F)cccc1Cl | i | 2 | 0 | -4 | i | 3 | 4 | 0 | -1.5 | -2
O=C(Nc1ccc(N2CCN(C(=O)c3cccs3)CC2)cc1)c1cccc(F)c1 | i | -1 | 0 | 2 | i | 5 | 1 | -5 | 1.6 | 7
Cc1ccc(SSc2cc(C)ccc2N)c(N)c1 | i | -26 | 1 | -4 | i | 17 | 0 | 28 | -2.2 | 6
COc1ccc(NS(=O)(=O)c2cc(NC(=O)c3cccs3)ccc2N2CCOCC2)cc1 | i | -2 | -1 | -2 | i | 12 | -3 | 3 | 2.1 | -20
CCCCS(=O)Cc1ccccc1 (stereo not drawn) | i | 2 | 6 | -3 | i | 2 | -1 | 4 | -2.5 | -2

Entries listed above shown as hits in Scp-1 inhibitor.
Compound	Rpn11 inh	DNMT1 inh	CSN deneddyl inh	Neddyl block	SUMO1-SIM PPI	Rin1 Abl inh	NadD block	LMPTP block	Scp-1 inhibitor
N#C/C(=C\c1ccc(OCc2ccc(F)cc2)cc1)C(=O)Nc1cccc(C(=O)O)c1	i	-3	21	i	26	-2	15	31	93*

(next part)
SMILES | Rpn11 inh | DNMT1 inh | STEP block | CSN deneddyl inh | Neddyl block | SUMO1-SIM PPI | Rin1 Abl inh | NadD block | LMPTP block | Scp-1 inhibitor
CCOC(=O)C1(C)CCCN(C(=O)c2ccccc2)C1 (stereo not drawn) | i | 6 | -3 | 0 | i | -9 | 1 | 1 | 0.3 | /
O=C1N(Cc2cccc(Cl)c2)C[C@@H]2C[C@@H](c3cccc4ncccc34)N3CCC[C@@]123 | i | -7 | 5 | -3 | i | 0 | 1 | 0 | 0.7 | -2
CCN1CCN(c2cc(C)c3cc(NC(=S)NCCCOC)ccc3n2)CC1 | i | -3 | 1 | 5 | i | -4 | 0 | 0 | 1.9 | -14
Cc1ccc(C)c(C(C)NC(=O)Cc2cccs2)c1 (stereo not drawn) | i | 5 | 0 | -1 | i | 30 | 0 | -6 | -0.6 | -12
CCCN1C(=O)/C(=N\OCC(=O)NC23CC4CC(CC(C4)C2)C3)c2ccccc21 | i | -5 | 0 | -11 | i | -17 | -2 | 1 | 2.8 | -5
Cc1ccc(-c2nn(C)c(=O)c3ccccc23)cc1CNC(=O)CN1CCOCC1 | i | 3 | 0 | 1 | i | 0 | 0 | -1 | -2.2 | 6
CCOc1cc(NC(=O)c2ccccn2)c(OCC)cc1NC(=O)c1ccc(Cl)cc1 | i | 21 | -2 | 6 | / | 0 | 1 | -7 | -0.1 | -2
COc1ccc(NC(=O)CSc2nnc(C)n2C2CCCCC2)cc1 | i | -1 | 17 | -2 | i | 1 | 1 | -3 | -1.2 | -2
CCOC(=O)C(=O)N(CC)C1CCS(=O)(=O)C1 (stereo not drawn) | i | 1 | -1 | 2 | i | 1 | 1 | -6 | -1.9 | 2
COc1ccccc1-c1coc2c(CN3CCN(C)CC3)c(O)ccc2c1=O | i | 2 | 1 | 1 | / | 1 | 5 | 4 | -12 | -3
O=C(CN1CCN(C2CCCCC2)CC1)c1c[nH]c2ccccc12 | i | 1 | -1 | 5 | i | 14 | 0 | 4 | 0.1 | 9
Cc1[nH]c2ccccc2c1/C=N\NC(=O)CNc1ccc2c(c1)OCO2 | i | -24 | 5 | 3 | i | 8 | 1 | 9 | 1.2 | -8
Cc1cccc(NS(=O)(=O)c2ccc3c(c2)NC(=O)CC(=O)N3)c1 | i | 1 | 0 | 1 | i | 1 | 1 | 0 | -1.0 | 3
COc1ccc(C2C(C(=O)NCc3ccccn3)c3cc(OC)c(OC)cc3C(=O)N2C)cc1 (stereo not drawn) | i | -2 | -2 | 2 | i | 1 | -1 | 1 | -0.5 | 11
O=C(CSc1ncc(-c2ccccc2)n1C1CCCC1)N1CCc2ccccc21 | i | 3 | 4 | -4 | i | 5 | 0 | 9 | 1.7 | 1
CCOc1ccc(NC(=O)CN(C)C(=O)c2cc(C)on2)cc1OCC | i | -6 | 3 | -1 | i | 3 | -1 | 6 | -0.6 | -1
O=C(Nc1cnc2sccn2c1=O)c1ccccc1Cl | i | 2 | -4 | 2 | i | 0 | -2 | -1 | 0.0 | 1

Source: PubChem (several laboratories)
